ERG-DNA inh – inhibitors of human ERG Ets domain-DNA interaction. P11308. fluorescence polarization, His-ERG Ets domain / labelled DNA. Potency, µM (titrated, usually from 76.9 µM), inactives show top-dose FP activity, negative = inhibition, most hits filed as inhibitors. 0.028% of 370,000 active. AID 624246; active means well fitted inhibition curve with a large enough effect in the polarisation, with a control signal flat; inconclusive means small, poorly fitted or top-dose-only effect, or effect the other way, or a change in a side signal; inactive means no such curve, though single readings can be large or run the other way; the % refers to the polarisation;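 further: polarization taken with two DNA probes labelled with fluorescein and Texas red; % of control where 0% means no effect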
Target sequence (P11308 whole entry, looked up, the tested form may be a part): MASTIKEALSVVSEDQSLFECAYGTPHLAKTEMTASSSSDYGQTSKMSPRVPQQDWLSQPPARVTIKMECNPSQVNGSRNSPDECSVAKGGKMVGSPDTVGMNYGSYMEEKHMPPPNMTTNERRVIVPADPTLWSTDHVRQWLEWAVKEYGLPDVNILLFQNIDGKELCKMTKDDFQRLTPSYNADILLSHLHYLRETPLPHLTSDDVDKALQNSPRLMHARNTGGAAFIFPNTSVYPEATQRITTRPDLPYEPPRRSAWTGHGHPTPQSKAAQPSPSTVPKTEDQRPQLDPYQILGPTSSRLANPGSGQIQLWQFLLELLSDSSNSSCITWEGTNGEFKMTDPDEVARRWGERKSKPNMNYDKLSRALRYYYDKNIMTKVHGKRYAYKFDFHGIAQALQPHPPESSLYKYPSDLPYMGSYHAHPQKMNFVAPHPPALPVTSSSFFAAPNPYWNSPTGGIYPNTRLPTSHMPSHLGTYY
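His-tagged ERG Ets domain (1 uM in the protein solution; 300mM KCl, 50mM Tris-HCl, 1mM EDTA, 1mM DTT, pH 7.5) received compound, then a probe mix of 5 nM fluorescein-DNA and 100nM Texas-615-DNA. Fluorescence polarization was read for both dyes.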
JMJD2A Tudor – JMJD2A Tudor domain (human) inhibition | AlphaScreen JMJD2A-Tudor / H3K4me3 peptide binding | 4.4% of 390,000 active | AID 504339 | O75164 | Potency, µM (top dose mostly 114 µM), inactives show top-dose activity change, negative = inhibition, actives largely listed as inhibitors; further: on the % scale 0 is the no-effect control and ±100 the full control effect; nearly all actives have a fitted effect of over 50% in size
Pin1 inh – human Pin1 inhibition | Q13526 | Pin1 FP peptide displacement, HiFluor488, 10 min | Potency, µM (series often up to 115 µM), without a hit: at the top dose activity, negative = inhibition, most hits filed as inhibitors | 0.009% of 390,000 active | AID 504891; active means well fitted inhibition curve with a large enough effect in the polarisation, with a control signal flat, not every such curve was filed as active; inconclusive means small, poorly fitted or top-dose-only effect, or effect the other way, or a change in a side signal; inactive means no such curve, though single readings can be large or run the other way; the % refers to the polarisation; further: on the % scale 0 is the no-effect control and ±100 the full control effect
Target sequence (Q13526 whole entry, looked up): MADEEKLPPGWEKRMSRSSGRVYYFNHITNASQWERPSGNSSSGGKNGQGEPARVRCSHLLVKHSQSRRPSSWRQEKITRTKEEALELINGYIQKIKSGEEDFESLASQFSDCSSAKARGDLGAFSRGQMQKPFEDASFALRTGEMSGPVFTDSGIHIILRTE
GLS inh – blocks human kidney-isoform glutaminase activity | O94925 | 0.21% of 410,000 active | GLS enzymatic activity, qHTS titration | Potency, µM (highest dose often 45.5 µM), inactives show top-dose activity change, negative = inhibition, most hits filed as inhibitors; further: on the % scale 0 is the no-effect control and ±100 the full control effect
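Enzyme dispensed in phosphate buffer (45 mM, pH 8.2, 0.02% Tween-20), compounds pinned in, then 1 mM L-glutamine solution and the glutamate oxidase–HRP–Amplex Red mix added; fluorescence read immediately and again after 30 min at room temperature.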
rTrxR1 inhibitor – inhibitors of rat thioredoxin reductase 1; Potency, µM (series often up to 114 µM), for the others: at the highest dose activity change, negative = inhibition, most hits filed as inhibitors; 1% of 390,000 active; O89049; recombinant rTrxR1, NADPH fluorescence consumption, selenite substrate; further: on the % scale 0 is the no-effect control and ±100 the full control effect; nearly all actives have a fitted effect of over 65% in size
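Rat TrxR1 (90 nM in the dispensed reagent) was pre-reduced with 400 uM NADPH for 5 min at room temperature, then incubated with compound for 15 min. After 400 uM selenite was added, NADPH fluorescence (Ex 340/Em 450 nm) was followed for 8 min.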
ALOX12 inh – blocks human arachidonate 12S-lipoxygenase; P18054; purified 12hLO, xylenol orange hydroperoxide absorbance; Potency, µM (doses to about 108 µM), without a hit: at the top dose activity change, negative = inhibition, hits mostly inhibitors; 1.1% of 580,000 active; AID 1671190; further: on the % scale 0 is the no-effect control and ±100 the full control effect
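Hydroperoxide product was detected by ferrous iron/xylenol orange as the 573 to 405 nm absorbance ratio. Arachidonic acid at 40 uM (final) was turned over for 30 min at room temperature by 150 nM human 12hLO, pH 7.0 Hepes buffer, after 15 min compound preincubation.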
PGK inhibitor – blocks T. brucei phosphoglycerate kinase | PGK/GAPDH coupled, Kinase-Glo luminescence, 60 min | Potency, µM (highest dose often 57.5 µM), for inactives: top-dose activity change, negative = inhibition, most hits filed as inhibitors | P07378 | AID 602233 | 0.043% of 380,000 active; further: on the % scale 0 is the no-effect control and ±100 the full control effect; nearly all actives have a fitted effect of over 60% in size
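Recombinant glycosomal PGK reaction used 1,3-bisphosphoglycerate generated in-well by GAPDH (100nM final) in 100mM TEA pH 7.6, 5mM MgCl2, 0.01% Tween-20. After 60 minutes at room temperature, ATP was read by Kinase-Glo Plus luminescence end-point.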
RGS4 inh – human RGS4 inhibition. Potency, µM (highest dose often 114 µM), without a hit: top-dose activity change, negative = inhibition, actives largely listed as inhibitors. Transcreener GDP fluorescence polarization, RGS4-accelerated GTP hydrolysis. AID 504845. P49798. 0.039% of 390,000 active; further: on the % scale 0 is the no-effect control and ±100 the full control effect; nearly all actives have a fitted effect of over 75% in size; some results filed as inactive show a strong effect at the top dose
Target sequence (P49798 whole entry, looked up): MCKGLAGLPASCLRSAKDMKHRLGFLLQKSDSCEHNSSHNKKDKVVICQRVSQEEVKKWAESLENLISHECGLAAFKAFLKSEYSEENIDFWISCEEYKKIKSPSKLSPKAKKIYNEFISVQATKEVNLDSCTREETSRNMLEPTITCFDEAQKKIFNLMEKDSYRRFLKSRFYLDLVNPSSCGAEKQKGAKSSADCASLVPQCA
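MLSMR compounds (23 nl, pin-transferred) preincubated 10 min at room temperature with a 500nM (2x) first reagent, then RGS4 at 900nM (2x) plus Transcreener GDP mix added; fluorescence polarization (620/688 nm) read before and after 90 min at 30 °C.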
HP1b binding inh – inhibitors of HP1-beta chromodomain binding to methylated histone tails; P83916; AlphaScreen HP1-beta / biotin-H3K9me3 peptide binding; Potency, µM (doses to about 114 µM), without a hit: at the highest dose activity change, negative = inhibition, hits mostly inhibitors; 0.56% of 390,000 active; AID 540317; further: nearly all actives have a fitted effect of over 70% in size; inactives centre near 23
Target sequence (P83916 whole entry, looked up): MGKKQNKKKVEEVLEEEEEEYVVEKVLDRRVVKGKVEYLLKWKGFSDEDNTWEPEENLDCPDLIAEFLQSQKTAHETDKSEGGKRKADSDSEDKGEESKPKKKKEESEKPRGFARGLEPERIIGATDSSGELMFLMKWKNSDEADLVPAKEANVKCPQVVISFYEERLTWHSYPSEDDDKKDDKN
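HP1-beta protein (50 nM final) preincubated 30 min at room temperature with biotinylated H3(1-18)K9me3 peptide (50 nM) in PBS pH 7.4, 0.01% Tween-20, then compound added for 30 min. AlphaScreen streptavidin donor/nickel chelate acceptor beads (10 ug/mL final), 30 min dark, luminescence read.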
Numbers without * were called inactive; i = inactive; ? = inconclusive; nt = not tested or not shown; & = joins results of further samples; [ ] = dose if it differs, or a comment. Unless noted, the call rests on the fitted dose curve; in most records, active means well fitted curve in the direction sought with a large enough effect; inconclusive means small, poorly fitted or top-dose-only effect, or another doubt; inactive means no such curve, though single readings can be large; an effect the other way counts as inactive or inconclusive. Potency means the concentration at half of the fitted maximal effect. Only part of the results is shown; rates above refer to the full screens.

SMILES | ERG-DNA inh | JMJD2A Tudor | Pin1 inh | GLS inh | rTrxR1 inhibitor | ALOX12 inh | PGK inhibitor | RGS4 inh | HP1b binding inh
Cc1ccc(-c2c(C(=O)NCc3ccc(F)cc3)oc(=O)c3ccccc23)cc1 | -1%&-11% | -4%&-11% | 2%&0% | -4%&6% | 15%&7% | -10%&-14% | -2%&-5% | 2%&12% | 38%&16%
COc1ccc(-n2cc(C(=O)O)c3ccccc3c2=O)cc1 | 0% | -4% | -11% | 19% | 16% | 16% | 4% | 8% | 9%
COc1ccc(CCN2C(=O)C3CC(C)=C(C)CC3C2=O)cc1OC (stereo not given) | 1% | 12% | 6% | nt | -3% | 0% | -2% | 7% | 44%[activator]
CN(C)C(=O)c1ccc(NC(=O)COC(=O)c2cc3c(s2)CCCCC3)cc1 | -6% | -22% | ? | -5% | -16% | ? | 11% | -34% | ?
Cc1c(C(=O)Nc2nnc(C(F)(F)F)s2)oc2ccccc12 | 7% | 0% | 2% | ? | 31% | 13% | -9% | 14% | 7%
Nc1cc2nc3ccccc3oc-2cc1=O | -8% | ? | ? | 2% | ? | 25% | -4% | -45% | -24%
Cc1ccc(F)cc1NS(=O)(=O)c1ccc(Cl)s1 | -5% | -6% | -1% | 6% | 2% | nt | 1% | 22% | 48%[activator]
CC1(C)CC(NC(=O)COc2ccc3ccccc3c2)CC(C)(C)N1 | -6% | -21% | -4% | 4% | -1% | -8% | 1% | 1% | 11%
Cn1cc(C(=O)c2ccc(Cl)cc2)cc1-c1nc2ccccc2n1C | -6% | 56µM* | 37%[activator] | 1% | 17%[57.1 µM] | -24% | -3% | -28% | -16%
Cc1ccc(NC(=O)Cc2coc3c(C)c(C)ccc23)cc1Cl | 6% | -18% | 23% | 7% | 19% | -29% | 2% | -17% | 12%
CC(C)CNS(=O)(=O)c1cc(C(=O)OCC(=O)c2ccc3c(c2)OCCO3)c(Cl)cc1Cl | -1% | -21% | 21% | 14% | 7%[57.1 µM] | -1% | 6% | 18% | -4%
Cc1cccc(OCc2nnc(SCC(=O)N3c4ccccc4CCc4ccccc43)o2)c1 | 20% | -10% | 0% | 0% | 27% | -17% | i | -35% | 10%
CN(C)c1cc(-c2cccc(C(F)(F)F)c2)oc(=O)c1Cl | 7% | -2% | 10% | 1% | 3%[57.1 µM] | ? | i | 17% | 26%
CC(C)[C@H](NC(=O)N1c2ccccc2NC(=O)[C@@H]1C(C)C)C(=O)N[C@@H](Cc1ccccc1)C(=O)O | 3% | -9% | -2% | -3% | 6% | ? | i | -21% | 53%[activator]
Cc1cccc(N2C(=O)C(Cl)=C(N3CCOCC3)C2=O)c1 | 9% | -13% | 6% | 0% | 9%[57.1 µM] | -15% | 0% | ? | 56%[activator]
Cc1n[nH]c(C)c1S(=O)(=O)N1CCCCCC1 | 5% | 8% | -7% | -2% | 13%[57.1 µM] | 55% | i | -4% | 27%
O=[N+]([O-])/C=C/c1cc2ccccc2[nH]1 | 2% | -29% | 2% | 18% | -41% | 39%[activator] | -7% | ? | 21%
O=C(O)CC1(c2ccc(F)cc2)C2CC3CC(C2)CC1C3 (stereo not given) | -1% | -1% | 8% | -1% | 11% | -15% | 0% | 17% | 27%
Cc1scc(C(=O)N/N=C/c2ccc(OCC(C)C)cc2)c1C | 4% | 0% | 6% | 2% | 0% | 17% | i | -12% | 18%
O=C(COC(=O)/C=C/c1ccco1)NCc1ccccc1 | 5% | -18% | -7% | 23% | 10%[57.1 µM] | 0% | -4% | -9% | 45%[activator]
COc1cccc(NC(=O)CN2C(=O)CSc3ccc(S(=O)(=O)N4CCOCC4)cc32)c1 | -3% | -3% | -1% | -1% | 20% | -7% | -4% | -5% | 37%
O=C(CCCN1C(=O)/C(=C/c2cccs2)SC1=S)Nc1ccc(C(=O)O)cc1 | 15% | 3%[11.4 µM] | 4% | -2% | 24%[57.1 µM] | -7% | i | 9% | 0%
Cc1cc(NC(=O)CCC(=O)N(Cc2ccco2)C2(C(=O)NC3CCCCC3)CCN(C)CC2)no1 | -4% | -12% | -4% | 5% | 17% | 0% | -13% | 14% | -8%
Cc1occc1-c1nnc(SCC(=O)NC(C)(C)C)n1CC(C)C | -8% | -3% | -1% | 1% | 24% | -3% | -6% | 6% | 29%
CCCCN1C(=O)C(=O)NC[C@@H]1CCCCN | 8% | -24% | -2% | -4% | 13% | 2% | -3% | -14% | 38%[activator]
CCc1ccc2oc(-c3cccc(NC(=O)c4cc5ccccc5o4)c3)nc2c1 | 9% | -8% | 5% | -2% | 23% | -19% | 4% | 12% | 21%
COc1cccc(CN(C)C(=O)c2cc(S(=O)(=O)N3CCCCCC3)ccc2OC)c1 | 21% | -15% | 4% | 2% | -9% | 0% | 3% | 15% | 35%
COc1ccccc1N1CCN(/N=C\C(Br)=C\c2ccccc2)CC1 | 8% | 40µM* | 0% | 7% | -18% | -2% | -5% | -45% | -16%
C/C(=N/NC(=O)c1ccc(Br)o1)C(C)C | -7% | -1% | -5% | -8% | 9% | 4% | 7% | -3% | 27%
COc1cccc(OCc2nnc(SC)n2C)c1 | 8% | -15% | -2% | -3% | 15% | 0% | -3% | -3% | 33%

Reprinted from the part before: five entries, followed by the next part.
SMILES | ERG-DNA inh | JMJD2A Tudor | Pin1 inh | GLS inh | rTrxR1 inhibitor | ALOX12 inh | PGK inhibitor | RGS4 inh | HP1b binding inh
CCc1ccc2oc(-c3cccc(NC(=O)c4cc5ccccc5o4)c3)nc2c1 | 9% | -8% | 5% | -2% | 23% | -19% | 4% | 12% | 21%
COc1cccc(CN(C)C(=O)c2cc(S(=O)(=O)N3CCCCCC3)ccc2OC)c1 | 21% | -15% | 4% | 2% | -9% | 0% | 3% | 15% | 35%
COc1ccccc1N1CCN(/N=C\C(Br)=C\c2ccccc2)CC1 | 8% | 40µM* | 0% | 7% | -18% | -2% | -5% | -45% | -16%
C/C(=N/NC(=O)c1ccc(Br)o1)C(C)C | -7% | -1% | -5% | -8% | 9% | 4% | 7% | -3% | 27%
COc1cccc(OCc2nnc(SC)n2C)c1 | 8% | -15% | -2% | -3% | 15% | 0% | -3% | -3% | 33%
COc1ccc(CCN2C(=O)CC(NNC(=O)c3ccc(F)cc3)C2=O)cc1OC (stereo not given) | -4% | -14% | 1% | 28% | -8% | -12% | -8% | -19% | 13%
CCOc1ccccc1NC(=O)CSC1=C(C#N)C(c2ccco2)C(C(=O)Nc2nc3ccccc3s2)=C(C)N1 (stereo not given) | 8% | -21% | ? | 6% | 3% | -12% | -4% | -4% | 8%
CC(C)NC(=O)/C(=C/c1ccco1)c1ccccc1 | 5% | -9% | -5% | 7% | 15%[57.1 µM] | 6% | -8% | 17% | 10%
O=C(COc1ccc(Cl)cc1Cl)Nc1ccc(Cl)cn1 | nt | -11% | 0% | 3% | -7% | 0%[57.4 µM] | nt | 16% | 26%
Cc1csc2nc(COc3ccccc3NC(=O)c3ccc(C(C)(C)C)cc3)cc(=O)n12 | 6% | -24% | -8% | 5% | 28% | -26% | -9% | 4% | 30%
Oc1c(Br)cccc1/C=N/Nc1c(F)c(F)c(F)c(F)c1F | nt | -4% | 3% | 9% | -2% | -32% | 4% | 5% | 24%
C=CCn1c(SCC(=O)N(CC)C2CCS(=O)(=O)C2)nc2scc(-c3ccccc3)c2c1=O (stereo not given) | 19% | -10% | 19% | -11% | 45µM* | ? | i | -46% | 36%
Clc1ccc(OCc2nc(-c3ccccn3)n[nH]2)cc1 | -3% | 20µM* | -1% | 3% | 10%[57.1 µM] | 26% | -2% | -15% | 53%
Cc1ccc(S(=O)(=O)NC(=O)Nc2cc(C)no2)cc1 | -4% | -8% | 1% | 3% | 31%[activator] | 1% | -3% | -1% | 32%
CC(=O)c1cccc(NC(=S)Nc2ccn(Cc3cccc4ccccc34)n2)c1 | 12% | -27% | 14% | 9% | ? | ? | 9% | -11% | 14%
Cc1cccc(NC(=S)N/N=C/c2ccc([N+](=O)[O-])s2)c1 | -5% | 56µM* | 13% | 14% | -13% | ? | 1% | -10% | ?
CCN(CC(=O)Nc1ccc(OC)cc1)C(=O)CN1C(=O)NC(C)(c2ccc3ccccc3c2)C1=O (stereo not given) | -6% | -18% | 6% | -1% | 7% | -8% | -7% | 12% | 14%
CCCCC/C=N/NC(=O)c1[nH]c2ccc([N+](=O)[O-])cc2c1C | -7% | ? | -10% | -1% | -9% | 217%[activator] | 1% | 7% | 13%
Cc1ccc(CCN2C(=O)c3ccccc3C2C(=O)NCc2cccnc2)cc1 (stereo not given) | 2% | -10% | 2% | 14% | 14%[57.1 µM] | 10% | 6% | -3% | -19%
NC(=O)COc1ccc(C23CC4CC(CC(C4)C2)C3)cc1 | -9% | -19% | 3% | -2% | 26% | -2% | -9% | -21% | 7%
COc1ccc(-c2noc(CCC(=O)N3CCN(c4cccc(F)c4)CC3)n2)cc1 | -7% | -14% | 3% | 3% | 16% | 3% | -4% | 5% | 25%

Entries listed so far containing a tert-butyl group, in the order listed:
SMILES | ERG-DNA inh | JMJD2A Tudor | Pin1 inh | GLS inh | rTrxR1 inhibitor | ALOX12 inh | PGK inhibitor | RGS4 inh | HP1b binding inh
Cc1occc1-c1nnc(SCC(=O)NC(C)(C)C)n1CC(C)C | -8% | -3% | -1% | 1% | 24% | -3% | -6% | 6% | 29%
Cc1csc2nc(COc3ccccc3NC(=O)c3ccc(C(C)(C)C)cc3)cc(=O)n12 | 6% | -24% | -8% | 5% | 28% | -26% | -9% | 4% | 30%

Assay outcomes deposited in PubChem BioAssay by National Center for Advancing Translational Sciences (NCATS).
